Screening results: PubChem BioAssay, National Center for Advancing Translational Sciences (NCATS)
ATXN2 expr inh: inhibitors of ATXN2 expression. Potency, µM (doses to about 57 µM), for the others: top-dose activity change, negative = inhibition, actives largely listed as inhibitors. AID 1745845. 0.72% of 360,000 active. HEK-293 ATXN2-luciferase reporter, luminescence, 24 h; further: on the % scale 0 is the no-effect control and ±100 the full control effect; nearly all actives have a fitted effect of over 55% in size
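qHTS (up to 57 uM final) was run with 24 h compound exposure of reporter cells at 37 °C. Each well was multiplexed: SteadyGlo luminescence measured ATXN2-luciferase expression after a fluorogenic Gly-Phe-AFC viability readout (25 uM final).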
S2 tox: cell viability loss in ATXN counter-screen. S2 cells (HEK-293 line with an ATXN2-luciferase reporter) viability, CellTiter-Fluor protease fluorescence, 24 h. Potency, µM (doses to about 56.7 µM), most hits filed as cytotoxic. 0.49% of 400,000 active; further: nearly all actives have a fitted effect of over 40% in size
MCF10A rereplic: inducers of DNA re-replication in MCF 10A breast cells; MCF 10A DNA re-replication, Hoechst nuclear intensity, 48 h; Potency, µM (top dose mostly 46.1 µM), for the others: at the highest dose activity, positive = re-replication, hits mostly activators; 2.9% of 350,000 active; further: % of control where 0% means no effect; nearly all actives have a fitted effect of over 50% in size
EPAC2 antag: antagonists of human EPAC2; Q8WZA2; EPAC2 GEF exchange of Rap1B-BODIPY-GDP, fluorescence; Potency, µM (titrated, usually from 114 µM), for the others: at the top dose activity, negative = inhibition, actives largely listed as inhibitors; 0.18% of 360,000 active; further: on the % scale 0 is the no-effect control and ±100 the full control effect; nearly all actives have a fitted effect of over 45% in size; many of its hits are not listed in these tables
Target sequence (Q8WZA2 whole entry, looked up): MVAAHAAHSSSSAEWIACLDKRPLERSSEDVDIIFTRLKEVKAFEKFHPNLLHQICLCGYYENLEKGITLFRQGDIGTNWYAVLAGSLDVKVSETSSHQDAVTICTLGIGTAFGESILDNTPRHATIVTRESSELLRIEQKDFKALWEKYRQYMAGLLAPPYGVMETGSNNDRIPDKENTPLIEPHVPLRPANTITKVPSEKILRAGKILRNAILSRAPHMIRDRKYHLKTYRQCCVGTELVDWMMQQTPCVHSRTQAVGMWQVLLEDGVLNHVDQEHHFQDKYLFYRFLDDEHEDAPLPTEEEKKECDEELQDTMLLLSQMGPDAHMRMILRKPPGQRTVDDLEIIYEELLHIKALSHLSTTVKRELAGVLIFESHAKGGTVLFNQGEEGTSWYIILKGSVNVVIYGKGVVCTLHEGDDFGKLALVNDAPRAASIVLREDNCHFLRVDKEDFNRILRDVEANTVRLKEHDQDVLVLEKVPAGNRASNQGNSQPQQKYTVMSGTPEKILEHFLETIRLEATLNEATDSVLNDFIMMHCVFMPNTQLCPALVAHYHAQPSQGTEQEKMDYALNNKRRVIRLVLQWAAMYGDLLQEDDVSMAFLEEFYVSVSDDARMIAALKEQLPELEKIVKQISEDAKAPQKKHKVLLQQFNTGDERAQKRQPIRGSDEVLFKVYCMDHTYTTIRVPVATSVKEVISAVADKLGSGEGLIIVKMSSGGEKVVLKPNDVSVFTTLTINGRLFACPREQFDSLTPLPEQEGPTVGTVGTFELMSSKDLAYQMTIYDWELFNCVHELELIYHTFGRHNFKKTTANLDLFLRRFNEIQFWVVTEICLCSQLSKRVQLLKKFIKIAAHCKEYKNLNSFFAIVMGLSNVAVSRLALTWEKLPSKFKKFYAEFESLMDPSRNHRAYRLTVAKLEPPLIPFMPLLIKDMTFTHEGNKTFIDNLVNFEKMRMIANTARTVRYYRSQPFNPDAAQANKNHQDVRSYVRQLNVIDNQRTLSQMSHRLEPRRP
Nrf2 block: inhibitors of Nrf2 signaling. Potency, µM (titrated, usually from 46 µM), for inactives: top-dose activity change, negative = inhibition, hits mostly inhibitors. A549 ARE-Fluc reporter, luciferase luminescence, 18-24 h. 2.1% of 360,000 active. AID 504444; further: on the % scale 0 is the no-effect control and ±100 the full control effect; nearly all actives have a fitted effect of over 60% in size
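Quantitative HTS in A549 cells stably bearing an antioxidant response element-firefly luciferase construct. Inhibition of Nrf2-driven transcription was scored by luminescence after 18-24 h of compound exposure at 37 °C.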
TGFb inhibitor: blocks TGF-b signaling; AID 588855; HepG2 CAGA-GFP TGF-b/SMAD3 reporter, GFP fluorescence, 18 h; TGF-beta stimulated, 500 pg/mL final; Potency, µM (titrated, usually from 46.1 µM), inactives show top-dose activity, negative = inhibition, most hits filed as inhibitors; 1.2% of 410,000 active; further: on the % scale 0 is the no-effect control and ±100 the full control effect; nearly all actives have a fitted effect of over 65% in size
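Cell-based qHTS in HEPG2 carrying a CAGA-GFP Smad reporter; compounds added before 500 pg/mL final TGF-beta, 18 h incubation at 37 degrees C, GFP fluorescence quantified per cell by imaging cytometry.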
A549 viability: counter-screen for Nrf2 inhibitors: cytotoxicity in A549 cells; A549 ARE-Fluc cells, CellTiter-Fluor viability, 18-24 h; Potency, µM (doses to about 46 µM), for inactives: at the top dose activity change, negative = cytotoxicity, hits mostly inhibitors; 0.16% of 390,000 active; further: on the % scale 0 is the no-effect control and ±100 the full control effect
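A549 ARE-Fluc cells in 5% FBS OPTI-MEM, 5000 cells/well, rested 2 h then exposed to compounds in concentration-response for 18-24 h at 37 °C. Viability by CellTiter-Fluor fluorescence (Ex 405/Em 525) after 30 min; luciferase luminescence (BugLite, 15 min, RT) read afterwards.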
HepG2 viability: HepG2 cytotoxicity, counter-screen for TGF-b inhibitors; 0.76% of 410,000 active; Potency, µM (series often up to 46.1 µM), for inactives: at the highest dose activity change, negative = cytotoxicity, hits mostly cytotoxic; HepG2 CAGA-GFP viability, ATP luminescence, 18 h; further: some results filed as inactive show a strong effect at the top dose
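HepG2 CAGA-GFP cells (1000/well, DMEM with 1% FBS) received compound, then TGF-beta at 500 pg/mL final, and were incubated 18 hours at 37 degrees C. Viability was read by CellTiter-Glo luminescence. Media-only wells were set as complete cell-killing and DMSO as no toxicity.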
Nrf2 activator: activators of Nrf2 (ARE) signaling; AREc32 ARE-luciferase reporter (MCF7-derived line), luminescence, 24 h; Potency, µM (highest dose often 46.1 µM), without a hit: at the top dose activation, hits mostly activators; 0.31% of 410,000 active; AID 624171; further: % of control where 0% means no effect; nearly all actives have a fitted effect of over 65% in size
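ARE activation measured as luciferase luminescence (Steady-Glo, 30 min RT) in AREc32_Fluc cells after 24 hr compound exposure at 37 deg C, 5% CO2; cells seeded overnight at 1000/well in OPTI-MEM, 5% FBS.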
* hit, by the source's call; i = inactive; ? = inconclusive; . = no result given; & = joins results of further samples; [ ] = remark or other dose. The call rests on the fitted dose curve; in most records, active means well fitted curve in the direction sought with a large enough effect; inconclusive means small, poorly fitted or top-dose-only effect, or another doubt; inactive means no such curve, though single readings can be large; an effect the other way counts as inactive or inconclusive. Potency means the concentration at half of the fitted maximal effect.

cpd	SMILES	ATXN2 expr inh	S2 tox	MCF10A rereplic	EPAC2 antag	Nrf2 block	TGFb inhibitor	A549 viability	HepG2 viability	Nrf2 activator
1	CCOC(=O)C1(C)CCCN(C(=O)c2cccc(OC(F)(F)F)c2)C1 (configuration not stated)	-3%	i	.	-20%	.	-1%	.	-23%	0.3%
2	CN(C(=O)CSc1cc(C(=O)c2nccn2C)c2ccccc2n1)c1ccccc1	-5%	?	29%	-4%	4%	14µM*	-1%	-24%	-0.2%
3	CC(Oc1cccc(Br)c1)C(=O)Nc1cccc(S(=O)(=O)N2CCOCC2)c1 (configuration not stated)	-7%	i	?	-8%	-10%	-6%	8%	-1%	0.9%
4	O=C(Nc1c2c(nn1-c1ccc(Cl)cc1)CS(=O)(=O)C2)c1ccccc1	-4%	i	-3%	-1%	-3%	6%	1%	-6%	-0.1%
5	CC(C)c1nc2sc3c(=S)nc[nH]c3c2c2c1CCC2	21%	i	2%	4%	-5%	-13%	-2%	14%	-0.2%
6	CCN(C(=O)Cc1c(C(=O)O)[nH]c2ccccc12)c1ccc(OC)cc1	-10%&6%	i	?	-1%	-3%	5%&-27%	3%&-6%	-9%&-19%	1.9%&0.0%
7	CCOc1ccccc1NS(=O)(=O)c1ccc2oc(=O)c3ncn(C)c3c2c1	?	?	.	.	14%	?	6%	-67%	0.1%
8	COc1cc(O)c2c(=O)c3c(O)ccc(O)c3oc2c1	?	i	0%	34%	1%	-1%	4%	0%	11%
9	N#Cc1ccc(N)cc1OCCCN1CCCCC1	1%	i	-30%	7%	?	17%	-1%	0%	0.4%
10	CCCn1ccc2c(OCC(=O)Nc3ccc(NC(C)=O)cc3)cccc2c1=O	-1%	i	0%	-26%	-13%	7%	0%	-12%	0.4%
11	CCC(=O)N1CCc2cc(Br)cc(S(=O)(=O)NCc3ccco3)c21	-4%	i	6%	-9%	-2%	-4%	4%	-1%	13%
12	C/C(=N\OCC(=O)Nc1ccc(Br)cc1)c1cccs1	-20%	i	-5%	-7%	-7%	-14%	-11%	-17%	3.2%
13	COC(=O)[C@]12CCCCC=C1N(Cc1ccco1)C(=O)[C@H](CC(=O)NCCCCc1ccccc1)C2	?	?	.	-6%	.	.	.	.	-0.7%
14	CCCCCCSc1cc(-c2nc3ccc(Cl)cn3c2NCCCC)ccc1OC	6%&-4%	i	2%	-6%&8%	2%	9%	0%	-1%	0.7%&-0.2%
15	O=Nc1c(O)n(Cc2ccc(Cl)c(Cl)c2)c2ccccc12	?	?	?	-24%	-9%	0%	-9%	13µM*	-0.7%
16	COc1cc(CN2CCN(S(=O)(=O)c3ccccc3)CC2)cc(OC)c1OC	.	?	0%	-7%	-11%	-11%	5%	-24%	-0.1%
17	Cc1ccccc1NN=Nc1nc2c([nH]1)c(=O)n(C)c(=O)n2C	1%	i	-14%	7%	-10%	-2%	3%	-3%	0.3%
18	Cc1ccc(-c2nnc(Nc3ccc(F)cc3)c3ccccc23)cc1S(=O)(=O)NC(C)C	11%	i	.	.	?	-9%	-4%	0%	-0.1%
19	COc1ccccc1CNS(=O)(=O)c1c(C)noc1C	-2%	i	-5%	5%	9%	-8%	0%	-17%	-0.7%
20	COc1ccc(C(=O)COC(=O)CCCC(=O)Nc2ccc(C(C)=O)cc2)cc1	59%[activator]	i	.	.	26%	-7%	4%	-18%	0.1%
21	COC(=O)[C@H]1C[C@H](O)CN1S(=O)(=O)c1ccc(Br)cc1F	-1%	i	-4%	-7%	13%	-1%	0%	7%	-0.2%
22	COc1ccc(Nc2nnc(SCc3cc(=O)n4ccsc4n3)s2)cc1	16%	i	13%	-5%	?	-10%	4%[1.84 µM]	-11%	16%
23	O=C(CN1C=NS(=O)(=O)c2ccc(C(F)(F)F)cc21)Nc1cccc(C(F)(F)F)c1	-6%	i	.	.	.	0%	0%	-32%	-0.8%
24	CCn1c(SCc2nc3ccccc3c(=O)[nH]2)nc2ccccc21	-26%	i	?	-2%	-25%	2%	2%	-35%	4.8%
25	O=C(Nc1cccc(OC(=O)c2cccnc2)c1)c1cccnc1	2%	i	-6%	7%	22%	-2%	0%	2%	-0.3%
26	COC(=O)c1c(NC(=O)Nc2ccc(Cl)cc2)sc(C)c1C	-3%&-22%	?	25%	11%	12%[9.27 µM]	-5%&3%	-2%&-20%	-33%&-35%	?
27	COc1ccc(-c2nnc(SCC(=O)c3ccco3)n2-c2ccccc2)cc1	1%	i	-7%	-11%[57.1 µM]	25%	?	1%	1%	2.2%
28	CC(C)Cn1c(N)c(C(=O)CSc2ncnc3sc4c(c23)CCCC4)c(=O)n(C)c1=O	0%	i	-4%	-14%	10%	-3%	0%	-6%	2.8%
29	O=C(NNC(=O)c1ccccn1)c1cccc([N+](=O)[O-])c1	?	i	-2%	2%	?	-4%	-15%	-2%	4.7%
30	COc1ccccc1NC(=O)C(=O)NCC(c1ccc2c(c1)OCO2)N1CCN(C)CC1 (configuration not stated)	-13%	i	.	.	.	-3%	-1%	-25%	6.0%
31	CCc1ccc(C(C)(O)C(CN2CCOCC2)c2ccccc2)cc1 (configuration not stated)	-29%	?	10%	-14%	-4%	-4%	-1%	-1%	-0.6%
32	O=C1CSC(c2cccnc2)N1CC1CC1 (configuration not stated)	-2%	i	-2%	13%	10%	10%	0%	-36%	-0.1%
33	C[C@@H](C(=O)O)[C@@H]1C[C@@]1(C)[C@@H](NC(=O)OCc1ccccc1)c1ccccc1	4%	i	-13%	-4%	7%	-3%	-6%	-1%	-0.2%
34	CCCCNC(=O)c1c(CSc2ccc(Cl)cc2)noc1C(=O)NCCC	-13%	i	-3%	11%	-3%	-3%	5%	-12%	0.2%
35	CCCn1c(C)cc(C(=O)CN2C(=O)c3ccccc3S2(=O)=O)c1C	.	i	.	-30%	.	14%	.	-8%	-5.4%
36	Cn1ncc(Cl)c1C(=O)N1CCC(Cc2ccccc2)CC1	59%[activator]	i	11%	-15%	2%	-28%	6%	3%	-0.3%
37	COC(=O)c1cn(-c2nc3ccccc3s2)nn1	1%	i	.	-13%	.	.	.	.	7.8%
38	O=C(COc1cc(O)c2c(=O)cc(-c3ccccc3)oc2c1)c1ccc(F)cc1	-4%	i	?	3%	1%	-3%	-3%	2%	2.5%
39	Cc1ccc(/C=C/C(=O)c2ccccc2O)cc1	42%	i	?	-10%	4%	?	4%	-22%	15%
40	COC(=O)N1C(=O)[C@@](Cc2ccccc2)(c2ccccc2)N1C(=O)OC	?	?	?	13%	?	7.9µM*	-11%	-97%	10%
41	CCCS(=O)(=O)c1c(S(=O)(=O)CCC)c2cc(CC)ccn2c1C(=O)c1ccc(OC)cc1	-1%	i	.	.	-15%	-1%	-4%	9%	-0.6%
42	CCN(CC)C(=O)CSc1nnc(CNc2ccc(F)cc2)n1Cc1ccco1	-1%	i	3%	-2%	?	-1%	-8%	-23%	0.4%
43	CC(Cc1ccccc1)C(=O)N[C@@H](CO)Cc1ccccc1 (some centres not stated)	8%	i	?	5%	1%	-1%	-1%	8%	-1.0%
44	N#Cc1c(N)c2ccccn2c1C(=O)c1ccc(Br)cc1	.	i	1%	-9%	-14%	-8%	9%	1%	2.3%
45	N#Cc1ccccc1CSc1nc(N2CCCCC2)nc(N2CCCCC2)n1	0%	i	22%	-6%	.	-6%	4%	-1%	-0.6%
46	O=C1c2cccc3c(Cl)ccc(c23)C(=O)N1O	7%	i	13%	3%	-21%	-30%	-8%	6%	17%
47	Cc1c(C(=O)N2CCC(C)CC2)c(S(=O)(=O)NCc2ccc(Br)cc2)c(C)n1C	.	.	.	.	.	-4%	-2%	-5%	-1.2%
48	O=C1NC(c2ccc(-c3ccccc3[N+](=O)[O-])o2)C(C(=O)c2ccc(F)cc2)C(O)(C(F)(F)F)N1 (configuration not stated)	1%	i	-2%	-1%	-5%	?	-12%	-25%	2.3%[9.22 µM]
49	CCC(=O)Nc1nnc(SCC(=O)Nc2ccc3c(c2)OCO3)s1	-22%	i	-1%	-4%	-23%	-7%	-1%	-29%	-1.2%
50	Cc1cc(C)cc(C(=O)NCC(=O)OCN2C(=O)c3ccccc3C2=O)c1	-22%	?	-6%	13%	6%	-2%	5%	0%	-0.2%
51	CCOC(=O)C1(C)CCN1C(=O)c1ccc(C(C)(C)C)cc1 (configuration not stated)	11%	i	.	1%	.	-6%	.	0%	1.0%
52	O=C(c1ccccc1)c1nc2c(n1O)CCCCC2	18%	i	-1%	10%	16%	-2%	2%	2%	1.7%
53	COc1ccc([C@H]2CC(=O)C[C@@H](CCn3cc(C(C)C)nn3)O2)cc1	-1%	i	.	2%	.	.	.	.	-0.7%
54	Cc1c(CN2CCC(CO)(CCOc3ccccc3)CC2)[nH]c2c(Cl)cccc12	?	?	?	-10%	-4%	?	0%	-97%	-2.0%
55	CCNC(=O)COC(=O)/C=C/c1ccccc1[N+](=O)[O-]	4%	i	2%	-1%	9%	-1%	-2%	-15%	20%
56	CCCN(CCC)C1=N/C(=C\c2ccco2)C(=O)N1c1ccccc1	-11%	i	?	-22%	-1%	-19%	-16%	-11%	20%
57	Cn1c(=O)cc(SCC(=O)NCc2ccco2)c2ccccc21	2%	i	15%	0%	-23%	-2%	-1%	-26%	6.9%
58	Cc1ccc(/C=C/S(=O)(=O)Nc2ccc(C)cc2)cc1	6%	i	-5%	8%	0%	-2%	-4%	3%	0.0%
59	COC(=O)[C@]1(C)N[C@H](CN(C)C(=O)NC(C)C)[C@@H]2C(=O)N(C)C(=O)[C@@H]21	5%	i	4%	-3%	-10%	1%	-7%	3%	-1.1%

In the list so far, these have a COOH group.
cpd	SMILES	ATXN2 expr inh	S2 tox	MCF10A rereplic	EPAC2 antag	Nrf2 block	TGFb inhibitor	A549 viability	HepG2 viability	Nrf2 activator
6	CCN(C(=O)Cc1c(C(=O)O)[nH]c2ccccc12)c1ccc(OC)cc1	-10%&6%	i	?	-1%	-3%	5%&-27%	3%&-6%	-9%&-19%	1.9%&0.0%
33	C[C@@H](C(=O)O)[C@@H]1C[C@@]1(C)[C@@H](NC(=O)OCc1ccccc1)c1ccccc1	4%	i	-13%	-4%	7%	-3%	-6%	-1%	-0.2%

The list is partial; the hit share may differ from the screen's.
